Runt-SMMHC FRET – Runt domain-CBFb-SMMHC interaction inhibition. inhibition, % at 20 µM. 0.74% of 220,000 active. Cerulean-Runt/Venus-CBFb-SMMHC FRET ratio 530/480, 1 h;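 active = mean inhibition across duplicate retests at 20 µM reaching about 50%, limit read from the data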;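 note: 0% = DMSO wells and 100% = wells with excess untagged CBFb-SMMHC; inhibitors lower the FRET ratio by blocking Runt binding to CBFb-SMMHC; some results filed as inactive read as strong as hits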
14-3-3 Bad inh – disrupts binding of bovine 14-3-3 zeta to phospho-Bad peptide; P63103; 0.71% of 220,000 active; AID 781; inhibition, % at 21.7 µM; TR-FRET 14-3-3zeta/Dy647-pBad peptide displacement, 1 h;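 active = inhibition above about 70%, limit read from the data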;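 note: 0% = full 14-3-3 plus peptide FRET controls and 100% = background without 14-3-3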
Target sequence (P63103 whole entry, looked up): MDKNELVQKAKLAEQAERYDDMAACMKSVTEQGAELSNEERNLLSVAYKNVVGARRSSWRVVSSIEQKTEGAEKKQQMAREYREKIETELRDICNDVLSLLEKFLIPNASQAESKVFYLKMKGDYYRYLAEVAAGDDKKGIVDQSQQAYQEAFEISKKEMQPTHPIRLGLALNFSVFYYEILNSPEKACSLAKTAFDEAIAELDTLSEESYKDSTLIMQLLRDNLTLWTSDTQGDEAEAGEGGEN
FXIa inh 1536 – factor XIa (human) inhibition. purified FXIa, Boc-Glu-Ala-Arg-AMC fluorogenic substrate. AID 798. P03951. 0.14% of 220,000 active. inhibition, % at 5 µM;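 active = inhibition of at least 40%; inactive = inhibition below 40%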;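 note: fluorescence of freed AMC excited at 355 nm; 0% = enzyme without compound and 100% = no enzyme blank; many of its hits are not listed in these tables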
Wee1 degr inh – blocks degradation of human Wee1 kinase. HeLa Luc-Wee1K328M stability, luciferase luminescence; 100% = proteasome inhibitor MG132 effect. reporter increase, % at 5 µM. 1.2% of 220,000 active;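 active = activation above the mean of all tested compounds plus 3 SD, set per screening run, cut at about 8.8% in these data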;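 note: cells exposed to compound for 20 h before luminescence read; 0% = DMSO alone and 100% = MG132 at 30 µM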
Hck Nef HTS – inhibitors of human Hck kinase activated by Nef; P08631; Recombinant Hck-YEEI plus Nef, Z-Lyte FRET kinase assay; inhibition, % at 20 µM; 0.68% of 220,000 active; AID 463187;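 active = Hck-Nef kinase inhibition above about 50%, limit read from the data; inactive = inhibition below that limit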;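 note: 0% = DMSO with Hck plus Nef and 100% = Hck alone without Nef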
Target sequence (P08631 whole entry, looked up): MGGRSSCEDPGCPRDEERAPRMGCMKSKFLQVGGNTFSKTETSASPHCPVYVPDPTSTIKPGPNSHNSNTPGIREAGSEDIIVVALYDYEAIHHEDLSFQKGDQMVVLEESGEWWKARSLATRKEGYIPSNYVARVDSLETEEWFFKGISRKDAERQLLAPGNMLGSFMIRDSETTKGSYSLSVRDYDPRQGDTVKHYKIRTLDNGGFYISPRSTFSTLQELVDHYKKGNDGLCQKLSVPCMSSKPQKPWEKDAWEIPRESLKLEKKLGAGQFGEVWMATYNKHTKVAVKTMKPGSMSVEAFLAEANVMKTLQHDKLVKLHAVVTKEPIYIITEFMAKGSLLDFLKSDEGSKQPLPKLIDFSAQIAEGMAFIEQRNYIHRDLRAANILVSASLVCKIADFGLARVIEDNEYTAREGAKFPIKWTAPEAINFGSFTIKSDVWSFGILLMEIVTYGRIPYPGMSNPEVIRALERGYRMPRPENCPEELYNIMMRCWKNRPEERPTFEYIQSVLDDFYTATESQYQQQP
Runt-CBFb FRET – blocks binding of human RUNX1 Runt domain to CBFb | Q01196+Q13951 | Cerulean-Runt/Venus-CBFb FRET ratio 530/480, 1 h | inhibition, % at 20 µM | 0.46% of 220,000 active | AID 1496;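 active = inhibition over about 50% at 20 µM in the single-dose screen, limit read from the data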;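 note: 0% = DMSO wells and 100% = excess unlabeled CBFb competitor control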
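test system = Cerulean-Runt domain fusion protein, energy donor | probe or stimulus = Venus-CBFb binding partner, 100 nM | incubation = two 1 h room-temperature incubations shielded from light | detection = fluorescence energy transfer, 422 nm excitation, 530/480 nm emission | measure = loss of energy transfer signal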
FXIIa inh – inhibitors of human coagulation factor XIIa | P00748 | purified FXIIa, Boc-QGR-AMC fluorogenic substrate, 2 h | inhibition, % at 5 µM | 0.3% of 220,000 active | AID 800; in the data active = inhibition above about 40%;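 note: 0% = enzyme with no compound and 100% = blank without enzyme; many of its hits are not listed in these tables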
KLK5 inh – inhibitors of human kallikrein 5. Q9Y337. recombinant hK5, fluorogenic AMC substrate cleavage. inhibition, % at 5 µM. 0.59% of 210,000 active. AID 873;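 active = inhibition of 40% or more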;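 note: 0% = enzyme controls without compound and 100% = no-enzyme blanks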
Target sequence (Q9Y337 67-293 limits assumed): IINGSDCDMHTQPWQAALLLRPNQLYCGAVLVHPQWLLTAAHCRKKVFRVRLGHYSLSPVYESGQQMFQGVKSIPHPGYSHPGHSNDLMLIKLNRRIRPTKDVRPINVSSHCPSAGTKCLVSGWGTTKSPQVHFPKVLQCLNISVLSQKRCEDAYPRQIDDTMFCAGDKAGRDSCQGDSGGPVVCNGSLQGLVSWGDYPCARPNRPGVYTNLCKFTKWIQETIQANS
thrombin 1536 – inhibitors of human thrombin | P00734 | alpha-thrombin, Boc-VPR-AMC fluorogenic substrate cleavage | inhibition, % at 5 µM | 0.26% of 220,000 active;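 active = inhibition at or above 40%; inactive = inhibition below 40%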;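 note: 0% = enzyme with no compound and 100% = wells without enzyme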
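signal = AMC fluorescence, 355/460 nm | material = human alpha-thrombin enzyme | control set = enzyme without compound as high, wells lacking enzyme as low | times = reaction at room temperature | read-out basis = percent inhibition scaled between no-compound controls and no-enzyme blanks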
The depositor's hits bear a star; x = no result given; [ ] = remark or other dose. Outcome played no part in choosing rows. Share with any hit: about 4.2%.

The first 6 records (preview)
SMILES	Runt-SMMHC FRET	14-3-3 Bad inh	FXIa inh 1536	Wee1 degr inh	Hck Nef HTS	Runt-CBFb FRET	FXIIa inh	KLK5 inh	thrombin 1536
CCOP(=O)(c1ccccc1)c1nc(-c2ccc(F)cc2)oc1N1CCCCC1 (centres undefined)	0	-4	-8	-2	1	-5	4	15	-4
Nc1nc(-c2ccccc2)c(-c2ccccc2)o1	0	-3	4	1	3	1	10	-8	-4
Cc1nnc(SC(=O)N2c3ccccc3Sc3ccccc32)s1	1	4	2	2	-5	0	10	5	-5
CCN(CC)c1ccc(/C=N\NC(=O)c2cccc3cc[nH]c23)cc1	71	-2	-3	2	-8	-21	3	0	-7
COC(=O)CC/C(O)=C1\C(=O)CC(C)(C)CC1=Nc1ccccc1OC	2	2	-6	-2	0	0	0	2	-3
Cc1cc(C)c2c(=O)n(CC(=O)NCCCN3CCN(c4ccccc4F)CC3)sc2n1	30	13[fluorescence artefact?]	6	6	-20	23	17	-6	-5

The listing, from the start:
SMILES	Runt-SMMHC FRET	14-3-3 Bad inh	FXIa inh 1536	Wee1 degr inh	Hck Nef HTS	Runt-CBFb FRET	FXIIa inh	KLK5 inh	thrombin 1536
CCOP(=O)(c1ccccc1)c1nc(-c2ccc(F)cc2)oc1N1CCCCC1 (centres undefined)	0	-4	-8	-2	1	-5	4	15	-4
Nc1nc(-c2ccccc2)c(-c2ccccc2)o1	0	-3	4	1	3	1	10	-8	-4
Cc1nnc(SC(=O)N2c3ccccc3Sc3ccccc32)s1	1	4	2	2	-5	0	10	5	-5
CCN(CC)c1ccc(/C=N\NC(=O)c2cccc3cc[nH]c23)cc1	71	-2	-3	2	-8	-21	3	0	-7
COC(=O)CC/C(O)=C1\C(=O)CC(C)(C)CC1=Nc1ccccc1OC	2	2	-6	-2	0	0	0	2	-3
Cc1cc(C)c2c(=O)n(CC(=O)NCCCN3CCN(c4ccccc4F)CC3)sc2n1	30	13[fluorescence artefact?]	6	6	-20	23	17	-6	-5
CSc1ccc(Cn2nnc(C(=O)NCCc3ccc(Cl)cc3)c2N)cc1	-3	-2	0	0	27	-2	10	0	2
CCOc1cccc2cc(C(=O)N3CCc4ccccc43)c(=O)oc12	-5	3[fluorescence artefact?]	0	-1	1	0	-1	8	-5
Nc1ccc2c(c1)Oc1ccccc1C=C2	-8	-7	-5	0	18	0	0	-6	-11
c1ccc(-c2csc(N3CCSCC3)n2)cc1	0	-17	-1	-2	18	0	13	1	-9
CN(C(=O)c1ccno1)c1nnc(-c2ccccn2)s1	x	-9	-6	-3	1	x	-4	-45	-4
CC(=O)N[C@@H](Cc1c[nH]c2ccccc12)C(=O)OCC(=O)Nc1ccc(Cl)c(S(=O)(=O)N(C)C)c1	-1	-6	1	-3	17	-1	8	-1	2
CCOC(=O)CNC(=O)Cn1c(C)cc2ccccc2c1=O	4	12	0	0	-1	1	9	-25	-4
Cc1ccc(C)c(NC(=S)Nc2ccc(S(=O)(=O)Nc3ncccn3)cc2)c1	5	-11[fluorescence artefact?]	12	-2	-2	1	-3	-14	-1
CC(=O)C1=C(C)Nc2ncnn2C1c1ccc(Cl)cc1 (centres undefined)	-2	0	2	6	8	0	23	-1	-4
Cc1cc(Cl)ccc1N=C1N=C(N)c2ccccc21	4	-9	-10	-2	-1	-2	2	2	-10
O=C(c1cncc(Br)c1)N1CCN(c2ccc(N3CCOCC3)nn2)CC1	3	2	-2	-2	6	2	4	-6	-7
COc1ccc(NC(=O)N2CCCC2)cc1OC	-7	-1	-10	-1	0	-3	16	11	3
Cc1onc(-c2ccccc2)c1C(=O)Nc1cccc(OC(C)C)c1	-2	-10[fluorescence artefact?]	1	1	-1	-3	4	-16	-4
Cc1nc(N2CCN(C(=O)c3ccco3)CC2)c2c3c(sc2n1)CCC3	3	-6	-9	-3	-1	0	-2	9	-4
CC(=O)Nc1ccc(/C=N/Nc2ccc(C(=O)c3c(C)cc4ccccn34)cc2[N+](=O)[O-])cc1	-4	85*	8	0	16	-4	11	7	5
CCc1c(C)nc(SCC(=O)N2CCN(c3ccccc3)CC2)[nH]c1=O	3	-14	8	-3	22	-1	9	0	-6
COc1ccc(C(=O)CSc2nc3nc(C)cc(C)n3n2)cc1OC	-3	3	-3	-1	1	1	15	-14	2
Cc1ccc2[nH]c(C(=O)O)c(NC(=O)c3ccccc3[N+](=O)[O-])c2c1	0	-11	-1	2	3	0	9	-7	-4
COCCCN1C(=O)C(=O)/C(=C(/O)c2ccc(OCC(C)C)cc2)C1c1cccnc1 (centres undefined)	-1	45	3	0	0	-1	19	2	7
Further compounds follow:
SMILES	Runt-SMMHC FRET	14-3-3 Bad inh	FXIa inh 1536	Wee1 degr inh	Hck Nef HTS	Runt-CBFb FRET	FXIIa inh	KLK5 inh	thrombin 1536
CCOC(=O)C1CCN(CC(=O)Nc2ccc(OC)c(Cl)c2)CC1	-2	16	-5	-2	20	-1	7	-3	-8
Cc1cc(C)c2c(N)c(C(=O)NN3CC(=O)N(c4ccccc4)CC3=O)sc2n1	6	-1	6	0	-13	6	0	-1	-4
COC(=O)C1=C(N)Oc2cc(C)n(CC3CCCO3)c(=O)c2C1c1ccc(Cl)c(Cl)c1 (centres undefined)	2	-5	-12	-2	0	1	7	-28	-4
CC(C)C12CN3CC(C(C)C)(CN(C1)C3c1ccccc1O)C2=O (centres undefined)	4	0	6	3	0	-1	24	1	3
CCN(CC)CCCNC(=O)CN1C(=O)CSc2ccc(S(=O)(=O)N3CCOCC3)cc21	2	8	1	1	2	-2	9	-5	1
CCOC(=O)C1=NOC(CNC(=O)C2=NOC(CNC(=O)c3c(-c4ccccc4Cl)noc3C)C2)C1 (centres undefined)	0	-4	4	-2	-1	0	18	-15	5
COCCNC(=S)N=Nc1c(O)[nH]c2ccc([N+](=O)[O-])cc12	-4	-7	-4	0	1	3	-3	-4	-7
COCC(=O)Nc1ccc(S(=O)(=O)Nc2ncccn2)cc1	1	0	1	-1	1	-1	-3	3	-1
Cc1ccc(NC(=O)C2=C(O)CCn3c2nc2ccccc23)cc1	0	4	-2	-2	-6	0	-1	-6	-6
NS(=O)(=O)c1ccc(CCNC(=O)c2ccccc2F)cc1	-4	-6[fluorescence artefact?]	3	2	4	0	16	-15	-10
COc1ccc(N)cc1C#N	70	6	3	-2	2	2	4	-9	-2
COc1ccccc1N1CCN(CC(=O)c2c(C)[nH]c3cc(C)ccc23)CC1	2	-2	21	1	0	-1	17	-21	0
CC(C)CCSc1nnc(N)s1	0	4	0	-1	19	2	9	0	-1
CC(C)Cc1cc(C(=O)NCCCN2CCOCC2)no1	29	-7	3	-2	1	-1	8	7	-1
Cc1[nH]n(-c2ccccc2)c(=O)c1C(=O)c1cccc(F)c1	-6	-5	2	-1	7	3	9	4	4
Cc1cccc(N2CC(c3nc4ccccc4[nH]3)CC2=O)c1 (centres undefined)	1	11	0	5	-11	0	11	4	1
S=C(Nc1ccc(Cl)cc1)Nc1ccc2cn[nH]c2c1	0	-5	-4	-3	20	10	2	-1	-7
Cc1ccc(CNC(=O)CN2C(C)CCCC2C)cc1 (centres undefined)	-1	-5	-8	-2	17	0	-1	-7	4
COCCN(C(=S)Nc1cccc(C)c1)C(C)c1cccnc1 (centres undefined)	-1	3	3	1	19	0	7	x	0
CCN(c1ccccc1)S(=O)(=O)c1ccc(Cl)c(NC(=O)COC(=O)c2ccc(Cl)c(N)c2)c1	4	-11[fluorescence artefact?]	2	1	3	0	9	-13	-9
OC(COC(c1ccc(Cl)cc1)c1ccc(Cl)cc1)CN1CCc2ccccc2C1 (centres undefined)	0	4	3	-2	3	-1	18	-10	1
CCCCNC(=O)Nc1nnc(-c2ccc(OCC)cc2)o1	5	2	6	2	-3	0	13	-67	4
OCCCN1CCN(CCCOc2ccccc2-c2ccccc2)CC1	1	36	8	-1	1	-1	8	-14	2
CCOC(=O)c1cc(-c2ccccc2)sc1NC(=O)c1cc(OC)c(OC)c(OC)c1	-3	-15	6	-3	4	-1	3	-32	1
O=C(Cc1ccccn1)Nc1ccccc1	0	73*[fluorescence artefact?]	5	4	1	0	17	-5	0
Later entries.
SMILES	Runt-SMMHC FRET	14-3-3 Bad inh	FXIa inh 1536	Wee1 degr inh	Hck Nef HTS	Runt-CBFb FRET	FXIIa inh	KLK5 inh	thrombin 1536
O=C(CN1C(=O)c2cccc3cccc1c23)NCc1ccc2c(c1)OCO2	-14	-2	2	6	6	-1	105*	41*	20
Cc1cc(C)n(-c2cc(N3CCN(C(=O)c4cccc(F)c4)CC3)ccc2[N+](=O)[O-])n1	-8	9	9	0	-5	-4	8	2	9
COc1ccc(NC2CS(=O)(=O)CC2OC(=O)c2ccc(F)cc2)cc1 (centres undefined)	2	-3	-3	1	1	-2	12	-12	-8
CCc1ccc(/C=C2\SC(=S)N(CCC(=O)N3CCN(C)CC3)C2=O)cc1	-8	5	2	-1	10	1	9	x	-1
CC(=O)N(CCCN1CCOCC1)Cc1ccncc1	-1	63[fluorescence artefact?]	5	-3	-21	-2	17	-11	2
CN(CCC1CCCCO1)Cc1cn(C)nc1-c1ccc2c(c1)OCCO2 (centres undefined)	2	-1	-7	-2	17	-1	0	-5	-12
Cc1ccc(NC(=S)N(CCN2CCCCC2)Cc2ccco2)cc1	0	-2	20	-1	3	1	24	-5	-6
COc1ccccc1NC1=Nc2cccc3cccc1c23	-2	-4	4	-1	27	-2	16	4	-3
C/C(=N\NC(=O)CSc1nc(C)cc(C)n1)c1ccc([N+](=O)[O-])cc1	-1	-2	6	2	13	3	11	0	1
O=C(Cc1ccsc1)N1CCc2c([nH]c3ccccc23)C1c1ccccn1 (centres undefined)	2	-13	-1	5	-17	2	10	12	-3
c1ccc(C2=Nn3c(nnc3-c3cccnc3)SC2)cc1	-3	-9	-1	-1	3	-2	20	-13	4
COc1ccc(OC)c(N=C(C)C2=C(O)COC2=O)c1	2	4	4	-2	0	3	2	-15	-2
CCc1cccc2c(C(=O)COC(=O)/C=C/c3ccc(O)c(OC)c3)c[nH]c12	6	2	5	0	4	3	1	-6	-6
COc1ccc(N2C(S)=C(C#N)C(=O)NC2c2ccc(OC)c(OC)c2)cc1 (centres undefined)	2	-11	-3	-4	22	20	8	0	-12
COC(=O)c1[nH]c2cccc(Cl)c2c1NC(=O)CN1CCN(CCO)CC1	1	-22[fluorescence artefact?]	-4	4	-1	-1	17	-23	-10
COc1ccc(C2SCCN2S(=O)(=O)c2ccc(NC(C)=O)cc2)cc1 (centres undefined)	-1	3	-7	2	1	0	7	-5	-2
CN(C)C(CNC(=O)CN1C(=O)NC2(CCc3ccccc32)C1=O)c1ccco1 (centres undefined)	1	-10	-7	3	1	0	4	-3	-3
O=C(c1ccc2c(c1)OCO2)N1CCOCC1	-2	-2	7	-2	6	-1	14	-5	0
COc1ccc(C2C(C#N)=C(/N=C/N3CCOCC3)OC3=C2C(=O)CC(C)(C)C3)cc1OC (centres undefined)	0	-2	0	-1	-13	0	6	-2	-2
CCn1cc(C2=NOC(C(=O)Nc3cccc(C(C)=O)c3)C2)c(C)n1 (centres undefined)	3	10	5	0	0	-5	14	14	1
CCCc1cc(=O)[nH]c(SCC(=O)Nc2c(C)cccc2C)n1	4	-3	-1	3	1	1	10	-23	-7
Nc1nc(-c2ccccc2)c(N=Nc2ccc(Cl)cc2)s1	-16	18[fluorescence artefact?]	6	0	1	-8	9	-1	-5
O=C(N/N=C\c1cc(Br)cs1)C1COc2ccccc2O1 (centres undefined)	4	2	3	5	-1	0	-4	5	-14

Compound activity deposited in PubChem by several laboratories.
